# Bioassay records (PubChem BioAssay)
# HIF-2a block: blocks HIF-2a reporter activity. 786-0 RCC cells HIF-2a reporter, luciferase luminescence, overnight. inhibition, % at 18.8 µM. hit rate 0.72% among 360,000. AID 624352;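 active means inhibition of the luminescence signal of 40% or more relative to plate controls, in a single-dose primary screen at 18.75 µM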
# Vif imaging: blocks HIV Vif function; HEK293T cells, Vif self-association by quenched fluorescence, imaging, 24 h; inhibition, % at 7.49 µM; hit rate 0.35% among 340,000; AID 602346; in the data active means inhibition above about 50%, passing the limit was not always enough; further: some results filed as inactive read as strong as hits
# PDI inh: PDI (human) enzyme inhibition. P07237. PDI insulin aggregation turbidity, A650, 90 min. inhibition, % at 10 µM. hit rate 0.052% among 350,000. AID 588391;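 active means mean inhibition across replicates of 30% or more, whatever share of single replicates reach that level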;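 further: absorbance from insulin aggregation driven by PDI reduction with DTT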
# Target sequence (P07237 whole entry, looked up): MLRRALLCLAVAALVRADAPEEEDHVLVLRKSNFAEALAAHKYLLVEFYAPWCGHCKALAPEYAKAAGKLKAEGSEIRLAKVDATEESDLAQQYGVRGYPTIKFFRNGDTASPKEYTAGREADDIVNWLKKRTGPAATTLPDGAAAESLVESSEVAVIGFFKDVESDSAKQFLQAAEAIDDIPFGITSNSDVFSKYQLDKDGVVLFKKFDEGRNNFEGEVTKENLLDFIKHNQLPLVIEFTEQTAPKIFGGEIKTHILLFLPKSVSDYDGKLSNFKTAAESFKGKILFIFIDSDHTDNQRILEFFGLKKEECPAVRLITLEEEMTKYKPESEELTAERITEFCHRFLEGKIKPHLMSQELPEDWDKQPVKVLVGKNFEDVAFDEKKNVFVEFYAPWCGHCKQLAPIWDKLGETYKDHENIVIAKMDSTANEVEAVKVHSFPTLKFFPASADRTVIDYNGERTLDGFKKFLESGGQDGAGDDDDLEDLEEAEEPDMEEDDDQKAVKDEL
# iPSC survival up: hiPSC single-cell survival enhancement. AID 602274. ATPlite luminescence; 100% = ROCK inhibitor wells, 0% = DMSO. hit rate 0.044% among 360,000. survival enhancement, % at 20 µM; in the data active means survival enhancement above about 18%;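 further: cells exposed to compounds for 16 hours before the ATP read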
# aDG glyco up: increases alpha dystroglycan glycosylation; AID 624168; hit rate 0.22% among 360,000; Pro5-aDG cells, alpha-DG glycosylation AlphaScreen (IIH6); 0% Pro5, 100% B10-LARGE cell signal; activation, % at 10 µM;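 active means activation of at least 8% versus controls, or a plate z-score of at least 8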;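 further: Pro5 are CHO cells carrying HIG-tagged alpha-DG that lacks glycosylation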
# CaV13 FRET inh: Disruptors of the CACNA1D IQ motif to Ca2+-dependent inactivation inhibitor domain association, primary screening, Förster resonance energy transfer in intact living … | inhibition, % at 12.3 µM | HEK cells, CFP/YFP FRET ICDI-IQ, plate reader, 10 min; percent FRET-ratio fall versus neutral wells | hit rate 0.098% among 340,000 | AID 743397;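 active means mean replicate inhibition of at least 30% and at least 1% of replicates passing that level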;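 further: 0% = median of the neutral control wells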
# Exocytosis inh: blocks lytic granule exocytosis; TALL-104 LAMP-1 surface exposure, flow cytometry; cells stimulated with thapsigargin and PMA; inhibition, % at 10 µM; hit rate 0.66% among 360,000;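 active means inhibition above about 55%, limit read from the data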
# NR2E3 ag-1: NR2E3 (human) agonism. inhibition of corepressor binding, % at 4.78 µM. AID 2300. hit rate 0.12% among 320,000. GST-NR2E3/biotin-RetCOR TR-FRET, 1536-well. Q9Y5X4;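 active means percent inhibition above the cutoff of mean plus 3 SD of all tested compounds, set per screening campaign, cut at about 20% in these data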;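 further: 0% = DMSO wells and 100% = biotin wells as full block of FRET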
# Target sequence (Q9Y5X4 whole entry, looked up): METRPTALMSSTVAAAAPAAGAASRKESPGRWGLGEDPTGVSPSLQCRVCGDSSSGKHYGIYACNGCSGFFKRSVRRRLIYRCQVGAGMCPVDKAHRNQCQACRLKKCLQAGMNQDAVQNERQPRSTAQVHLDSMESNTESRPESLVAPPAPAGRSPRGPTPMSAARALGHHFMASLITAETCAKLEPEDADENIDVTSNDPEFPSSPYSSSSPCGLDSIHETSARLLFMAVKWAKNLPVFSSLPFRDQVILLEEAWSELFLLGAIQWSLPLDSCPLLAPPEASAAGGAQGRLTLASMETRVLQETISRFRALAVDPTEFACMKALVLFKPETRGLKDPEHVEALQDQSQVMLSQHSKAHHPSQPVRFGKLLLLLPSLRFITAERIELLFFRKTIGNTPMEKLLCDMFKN
#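 Test system: GST-NR2E3 and biotin-RetCOR proteins | Quantity: 1.35 nM GST-tagged NR2E3 final | Medium: Tris pH 7.5 | Also added: 7 nM biotin-RetCOR | Dosing: Compound at 4.8 µM, single dose | Timing: 5 h at 4 °C | Detection: Time-resolved FRET | Read-out basis: Percent inhibition | Benchmarks: Biotin wells as high control, 0.6% DMSO wells as low control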
# TRPM1 prom inh: MITF TRPM1 promoter inhibition in SK-MEL-5 cells. SK-MEL-5 TRPM1 promoter luciferase, 24 h. inhibition, % at 12.5 µM. hit rate 0.83% among 330,000. AID 488899;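 active means mean inhibition across replicates of 60% or more, whatever share of single replicates reaches that level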; further: values of inactives mirror those of a sister screen read the other way
# NR2E3 ag-2: activates human NR2E3 receptor. AID 602229. hit rate 0.35% among 360,000. Q9Y5X4. inhibition of corepressor binding, % at 3.98 µM. CHO-S Gal4-NCOR/VP16-NR2E3 two-hybrid, luciferase;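 active means inhibition above the mean of all tested compounds plus 3 SD, cut at about 70% in these data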;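 further: 0% = DMSO with NR2E3 transfected cells and 100% = cells lacking NR2E3 construct; higher means lower luciferase signal from less NR2E3 corepressor binding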
# Peg3 promoter: Peg3 promoter activity inhibition. HeLa PEG-Prom luciferase reporter, luminescence, overnight. inhibition, % at 20 µM. hit rate 1.7% among 360,000. AID 588405;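 active means inhibition of at least 50% at 20 µM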
# * = called active by the depositor; nt = not tested or not shown.
compound	TRPM1 prom inh	Peg3 promoter	CaV13 FRET inh	iPSC survival up	Vif imaging	aDG glyco up	HIF-2a block	NR2E3 ag-2	NR2E3 ag-1	PDI inh	Exocytosis inh
CCC1CCCCN1S(=O)(=O)c1ccc(C(=O)N(CCCN(C)C)c2nc3cc4c(cc3s2)OCO4)cc1 (stereo unspecified)	23	59*	-5	-0.5	-3	1.9	-5	-15	1	13	43
CCOC(=O)C1CCN(c2cc3c(cc2NC(=O)c2ccccc2Br)n(C)c(=O)n3C)CC1	2	-2	-7	1.3	8	-0.5	-1	8	1	-2	4
Cc1cc(C(=O)OCC(=O)Nc2ccccc2Br)c(C)o1	-8	-17	-6	0.2	-10	-0.2	-8	7	nt	0	-2
c1ccc(-c2cn(C[C@H]3CC[C@H](Cn4cc(-c5ccccn5)nn4)O3)nn2)nc1	-1	0	-3	-2.7	-9	0.0	-5	-39	3	-1	-9
COc1ccc(C)cc1NC(=O)C(=O)NNC(=O)c1ccco1	-6	-3	-5	2.9	nt	0.1	11	2	0	2	-1
Cc1ccc(OCCSc2nc(N)cc(N)n2)cc1	-74	-210	-6	0.5	2	0.1	-212	-124	-1	11	-4
Cc1nn(C(C)C(=O)NCCCN2CCCCCC2)c(=O)c2c1sc1ccccc12 (stereo unspecified)	-3	-26	-7	-0.4	0	0.1	-3	8	-6	2	-3
COCCNC(=O)c1onc(CSc2ccncc2)c1C(=O)NCCOC	9	1	-8	6.6	13	-0.2	14	-12	-2	-2	-4
COc1ccc(C(=O)N2CCN=C2c2ccccc2)cc1OC	0	11	-5	-1.2	34	0.0	9	-10	2	11	0
CN(c1ccccc1)S(=O)(=O)c1cccc(C(=O)NCc2ccccc2)c1	7	21	-2	-0.3	-15	0.3	7	19	0	6	-7
COc1cc(OC)cc(C(=O)NNC(=O)CCc2nc3ccccc3c(=O)[nH]2)c1	13	1	-5	-1.8	-4	-0.2	1	0	-3	-7	6
CN(C)C(=O)c1cc2c(c(-c3cccc(C4=CCCCC4)c3)n1)[C@@H](CCO)N(S(=O)C(C)(C)C)C2 (stereo partly specified)	nt	6	-10	0.5	nt	0.2	10	8	nt	nt	5
Cc1ccc(NC(=O)C2C3C=CC4(O3)C2C(=O)N(CCN2CCOCC2)C4C(=O)NC2CCCCC2)cc1C (stereo unspecified)	-3	-9	-3	1.1	6	-0.1	-1	-14	0	-2	12
CC1(C(=O)NS(=O)(=O)c2cccs2)CCN1C(=O)C1(c2ccccc2)CCCC1 (stereo unspecified)	nt	-6	-9	2.8	-2	-0.2	11	-59	nt	-2	-3
COc1cccc(C2=NOC(C(=O)Nc3ccc4c(c3)OCO4)C2)c1OC (stereo unspecified)	4	-11	-5	-0.1	-6	0.1	-58	-13	-4	-9	2
C=CCSc1nc2ccccc2n1Cc1nnc(-c2cccs2)o1	-4	0	-5	-1.6	-9	0.6	-2	14	3	-6	2
Nc1c(Cl)ncnc1N/N=C/c1ccncc1	nt	12	-12	-0.4	-3	0.0	9	-9	1	2	4
Cc1ccccc1C(=O)NC(C(=O)Nc1nc2c(s1)CCCC2)C(C)C (stereo unspecified)	-13	-30	-2	-0.6	-7	-0.1	-88	-13	3	2	7
Cc1ccc(NS(=O)(=O)c2cccc(C(=O)N3CCCCCC3)c2)cc1	7	20	-4	1.3	-11	-0.2	25	0	-3	-4	-1
O=C(Nc1cccc(Cl)c1)Nc1nnc([C@H]2C[C@H](O)[C@@H](CO)O2)s1	nt	-15	-7	3.0	6	0.5	-65	-35	nt	16	-4
O=C(N1CCN(c2ccccn2)CC1)C(Cl)(Cl)Cl	-15	-67	-6	1.7	14	0.0	-59	-25	5	5	-7
CN1C(=O)c2ccccc2C(C(=O)NCc2ccco2)C1c1c[nH]c2ccccc12 (stereo unspecified)	11	12	nt	2.8	15	0.2	10	-4	0	2	3
CCCC(=O)Nc1ccc(NC(=O)c2cccc(OC)c2)nc1	-46	-173	nt	-3.2	nt	0.3	-147	-87	0	-19	0
COC(=O)c1ccc(N2CCCCC2)c(N)c1	-97	-168	4	0.4	15	-0.2	-166	-55	0	4	20
Cc1ccccc1-c1cc2nc(NCc3ccccc3)n(C)c(=O)c2s1	nt	14	-3	1.3	-5	0.0	-98	-20	nt	1	0
O=C(CN1CCN(C(=O)C2CCCO2)CC1)Nc1ccc(Br)cc1 (stereo unspecified)	-9	5	-2	0.3	-3	0.0	3	5	-1	2	-1
O/C(=C\c1ccc2ccccc2n1)c1ccc(O)cc1O	-25	-233	-10	-0.7	-5	-0.6	-160	-91	-4	3	-7
O=c1c(-c2nn[nH]n2)coc2ccc(Cl)cc12	4	12	-14	-0.7	15	0.0	18	-11	0	6	2
Cc1ccc(-c2cc(=O)[nH]c(NCc3ccccc3)n2)cc1	3	23	-5	0.4	3	0.0	8	-11	2	2	0
CCCCC(c1nc2ccccc2[nH]1)N(C(=O)c1ccccc1)c1ccccc1[N+](=O)[O-] (stereo unspecified)	nt	11	-3	0.1	2	-0.4	0	23	nt	nt	-4
CC(C)CCN1CCC(CN2CCNC(=O)C2=O)CC1	0	-6	-3	0.0	nt	-0.1	3	-38	nt	-2	1
CCOc1ccc2cc(C(=O)c3ccccc3)c(=O)oc2c1	-34	-291	-5	0.9	-3	0.1	-232	-59	0	2	3
Cc1ccc(C(=O)N2CCN(c3ccc(NC(=O)c4cccnc4Cl)cc3)CC2)cc1	8	-7	-3	-0.3	-6	0.1	9	10	1	5	3
CC(=O)C1=CCC(c2ccccc2)N(S(=O)(=O)c2ccc(C)cc2)C1 (stereo unspecified)	nt	7	-4	1.0	5	0.1	20	17	nt	nt	6
COc1ccc(N2CCN(C(=O)CSc3nc4c(c(=O)n(C)c(=O)n4C)n3C(C)C)CC2)cc1	10	7	nt	0.8	16	0.3	13	5	-1	2	-2
CN(C)S(=O)(=O)c1ccc(C(=O)/C=C/c2cccnc2)cc1	-4	100*	-2	-0.6	10	0.0	27	-21	-3	-5	0
COc1cc(C(=O)Nc2ccc(NC(=O)c3ccccc3Cl)nc2)cc(OC)c1OC	1	-2	-5	-0.4	-8	0.1	1	-2	0	-2	-6
COc1ccc2ccccc2c1/C=N/NC(=S)NCCN1CCOCC1	-1	9	-1	-0.9	-5	0.2	18	-10	-3	1	0
COc1ccc(NC(=O)CN2CCN(c3ccc(Cl)cc3)CC2)c(OC)c1	3	22	-2	-2.2	-1	0.0	27	-1	0	3	-3
CN(C)C(CNC(=O)c1cccc(S(=O)(=O)NCc2ccccc2)c1)c1ccco1 (stereo unspecified)	3	6	-5	-0.2	11	-0.1	14	11	1	4	14
CCCn1nc(C(=O)NCCc2ccc(S(N)(=O)=O)cc2)c2ccccc2c1=O	3	-126	nt	-0.2	nt	0.0	-135	-19	-4	-2	0
CCCSc1ncc(Cl)c(C(=O)Nc2ccc(S(=O)(=O)N3CC(C)OC(C)C3)cc2)n1 (stereo unspecified)	1	11	-3	0.1	-18	0.4	13	-11	-1	1	-2
N#CC1(NC(=O)CN2CCN(S(=O)(=O)c3ccccc3F)CC2)CCCC1	-1	3	-2	-0.6	4	0.0	11	16	-1	4	1
CC1CCCCC1NC(=O)COC(=O)COc1ccccc1F (stereo unspecified)	-3	18	-5	-1.5	3	0.0	9	6	nt	-8	-5
Cc1ccc(C2(C)NC(=O)N(CC(=O)c3ccc4c(c3)OCCO4)C2=O)cc1 (stereo unspecified)	-5	-3	-7	-0.4	13	-0.3	-2	-18	0	-2	8
CCOC(=O)CNC(=O)N1C[C@H]2CON(C)[C@H]2C[C@H]1c1ccccc1Br	nt	-3	-2	-1.8	nt	0.0	16	-7	nt	-1	-4
CNC(=O)NC(=O)COc1c(F)c(F)cc(F)c1F	-1	-10	-3	0.8	8	0.1	-11	-11	4	2	-3
CCn1c(SCC(=O)Nc2c(C#N)cnn2-c2ccccc2)nnc1-c1cccs1	nt	11	-17	-0.1	-1	-0.1	4	-10	1	10	0
Cc1cccc(N2CCN(C(=O)CCS(=O)(=O)c3ccc(Br)cc3)CC2C)c1 (stereo unspecified)	6	11	-8	0.3	-3	0.0	29	-14	0	5	-4
Clc1cc2nc(-c3cccnc3Cl)[nH]c2cc1Cl	-80	-349	-4	0.0	1	0.0	-346	-149	1	0	-7
Cc1ccc(CNC(=O)C2(S(=O)(=O)c3ccccc3)CC=CC2)cc1	-74	-218	nt	0.5	4	0.7	-280	-184	1	-1	7
O=C(O)CN1C(=O)/C(=C\c2cc(Br)ccc2OCc2ccc(F)cc2)SC1=S	2	-30	-19	0.0	-7	0.0	-3	-8	2	-46	-8
CCN(CCCNC(=O)C1CCC(=O)N1C(C)C)c1cccc(C)c1 (stereo unspecified)	0	9	-5	0.7	1	0.0	11	-32	-1	-2	2

# 9 entries from above, set out differently.
# Each structure is followed by: TRPM1 prom inh	Peg3 promoter	CaV13 FRET inh	iPSC survival up	Vif imaging	aDG glyco up	HIF-2a block	NR2E3 ag-2	NR2E3 ag-1	PDI inh	Exocytosis inh
CCCSc1ncc(Cl)c(C(=O)Nc2ccc(S(=O)(=O)N3CC(C)OC(C)C3)cc2)n1 (stereo unspecified)
  1	11	-3	0.1	-18	0.4	13	-11	-1	1	-2
N#CC1(NC(=O)CN2CCN(S(=O)(=O)c3ccccc3F)CC2)CCCC1
  -1	3	-2	-0.6	4	0.0	11	16	-1	4	1
CC1CCCCC1NC(=O)COC(=O)COc1ccccc1F (stereo unspecified)
  -3	18	-5	-1.5	3	0.0	9	6	nt	-8	-5
Cc1ccc(C2(C)NC(=O)N(CC(=O)c3ccc4c(c3)OCCO4)C2=O)cc1 (stereo unspecified)
  -5	-3	-7	-0.4	13	-0.3	-2	-18	0	-2	8
CCOC(=O)CNC(=O)N1C[C@H]2CON(C)[C@H]2C[C@H]1c1ccccc1Br
  nt	-3	-2	-1.8	nt	0.0	16	-7	nt	-1	-4
CNC(=O)NC(=O)COc1c(F)c(F)cc(F)c1F
  -1	-10	-3	0.8	8	0.1	-11	-11	4	2	-3
CCn1c(SCC(=O)Nc2c(C#N)cnn2-c2ccccc2)nnc1-c1cccs1
  nt	11	-17	-0.1	-1	-0.1	4	-10	1	10	0
Cc1cccc(N2CCN(C(=O)CCS(=O)(=O)c3ccc(Br)cc3)CC2C)c1 (stereo unspecified)
  6	11	-8	0.3	-3	0.0	29	-14	0	5	-4
Clc1cc2nc(-c3cccnc3Cl)[nH]c2cc1Cl
  -80	-349	-4	0.0	1	0.0	-346	-149	1	0	-7

# Random draw from the library. Share with any hit: about 3.5%.
